Screening results deposited in PubChem BioAssay by several laboratories.
CSN inh – blocks human CSN-mediated cullin deneddylation. 0.38% of 360,000 active. inhibition, % at 12.5 µM. Q92905. Purified CSN, SCF-Nedd8-OG deneddylation, fluorescence polarization;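 active means pattern-corrected inhibition above about 35%, with an unprinted fluorescence ratio check between 0.5 and 1.5, limit read from the data, passing the limit was not always enough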;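 further: 0% = enzyme with substrate and 100% = substrate without enzyme; some results filed as inactive read as strong as hits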
Target sequence (Q92905 whole entry, looked up, one chain of several): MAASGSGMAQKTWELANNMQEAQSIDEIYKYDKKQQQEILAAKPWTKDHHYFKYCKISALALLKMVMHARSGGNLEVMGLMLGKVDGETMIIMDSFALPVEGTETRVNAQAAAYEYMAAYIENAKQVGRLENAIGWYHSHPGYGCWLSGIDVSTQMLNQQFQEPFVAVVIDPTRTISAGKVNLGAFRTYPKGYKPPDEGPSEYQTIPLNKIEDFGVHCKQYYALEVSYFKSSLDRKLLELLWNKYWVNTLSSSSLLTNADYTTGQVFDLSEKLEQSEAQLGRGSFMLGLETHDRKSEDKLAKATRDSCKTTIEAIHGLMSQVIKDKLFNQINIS
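Material: human Csn5 produced in HEK293T cells; Input: enzyme 0.24 nM; Reagent: SCFSkp2-Nedd8OG substrate at 10 nM final; Dosing: 12.5 µM compound; Incubation: 90 min reaction at room temperature; Detection: fluorescence polarization of the substrate; Evaluation: % inhibition of substrate cleavage by Csn5; Control set: substrate-only high control, full reaction low control.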
TbMetRS inhib – blocks T. brucei methionyl-tRNA synthetase activity | inhibition, % at 11.9 µM | purified T. brucei MetRS, ATP depletion, Kinase-Glo luminescence | 0.4% of 360,000 active;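 active means inhibition above a per-plate cutoff of the control wells' mean inhibition plus 3 SD, cut at about 5.5% in these data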;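 further: 0% = DMSO wells median and 100% = median of wells with control inhibitor compound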
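Dosing: 11.9 µM compound single dose, 0.9% DMSO; Assay system: purified T. brucei MetRS enzyme; Measured by: Kinase-Glo luciferase luminescence reporting remaining unconsumed ATP; Schedule: 15 min plus 2 h at 25 °C.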
FAS-TE inh – inhibitors of human fatty acid synthase thioesterase domain; P49327; recombinant FAS-TE, OMFH fluorogenic substrate, fluorescence endpoint; inhibition, % at 15 µM; 0.67% of 360,000 active;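 active means compounds whose normalised, plate-corrected inhibition of enzyme fluorescence in the single-dose primary screen is 50% or more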;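 further: 0% = DMSO with enzyme and 100% = substrate without enzyme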
MsrA inhibitor – inhibits bovine methionine sulfoxide reductase A; purified bovine MsrA, absorbance read-out; inhibition, % at 15.5 µM; 0.75% of 360,000 active; in the data active means inhibition above about 4.5%;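 further: 0% = vehicle wells with enzyme and 100% = reference inhibitor wells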
MsrA act – bovine methionine sulfoxide reductase A activation | 0.3% of 360,000 active | AID 602163 | activation, % at 10.6 µM | purified bovine MsrA, absorbance read-out; in the data active means activation above about 7.5%;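 further: 0% = vehicle and 100% = reference activator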
Rin1-Abl PPI inh – human Rin1-Abl interaction inhibition; P00519+Q13671; TR-FRET Rin1/Abl binding, biochemical; inhibition, % at 7.35 µM; 0.4% of 360,000 active; in the data active means inhibition above about 5%, passing the limit was not always enough
Neddyl block – inhibitors of human cullin neddylation; P61081+Q13564; TR-FRET cullin neddylation, biochemical; calls only at 25 µM; 0.58% of 360,000 active; AID 651699; in the data active means inhibition above about 36%
MLLE-PAM2 inh – inhibitors of microRNA-mediated deadenylation, human PABP1 MLLE binding; inhibition, % at 20 µM; AID 588489; 0.36% of 360,000 active; GST-MLLE / FITC-PAM2 fluorescence polarization; P11940; in the data active means inhibition above about 35%, passing the limit was not always enough;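 further: plate controls were DMSO wells with GST-MLLE for no effect and wells lacking GST-MLLE protein for full effect; some results filed as inactive read as strong as hits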
Target sequence (P11940 whole entry, looked up): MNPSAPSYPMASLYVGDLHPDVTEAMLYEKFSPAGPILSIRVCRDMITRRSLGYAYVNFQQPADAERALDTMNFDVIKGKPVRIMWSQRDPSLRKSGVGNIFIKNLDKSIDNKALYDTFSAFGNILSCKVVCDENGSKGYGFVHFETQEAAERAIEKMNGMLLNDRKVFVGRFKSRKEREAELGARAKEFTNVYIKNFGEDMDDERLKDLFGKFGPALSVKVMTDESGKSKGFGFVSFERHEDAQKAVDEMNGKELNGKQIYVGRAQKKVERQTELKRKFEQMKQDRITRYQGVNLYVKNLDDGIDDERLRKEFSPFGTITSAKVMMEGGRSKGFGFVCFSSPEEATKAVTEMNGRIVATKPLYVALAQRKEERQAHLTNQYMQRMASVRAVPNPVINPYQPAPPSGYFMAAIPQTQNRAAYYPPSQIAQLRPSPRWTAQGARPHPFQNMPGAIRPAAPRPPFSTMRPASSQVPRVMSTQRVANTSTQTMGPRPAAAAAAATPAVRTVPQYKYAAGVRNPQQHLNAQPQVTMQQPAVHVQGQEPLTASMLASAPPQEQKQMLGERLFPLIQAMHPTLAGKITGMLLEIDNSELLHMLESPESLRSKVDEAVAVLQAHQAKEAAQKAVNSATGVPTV
eLon inh – inhibitors of E. coli Lon protease | AID 602123 | purified E. coli Lon protease, fluorescence polarization | P0A9M0 | inhibition, % at 7.94 µM | 0.42% of 360,000 active; in the data active means inhibition above about 13%, passing the limit was not always enough;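 further: 0% = enzyme with probe and DMSO and 100% = no enzyme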
* = called active by the depositor; i = inactive; / = not tested or not shown; + = active, no number.

SMILES | CSN inh | TbMetRS inhib | FAS-TE inh | MsrA inhibitor | MsrA act | Rin1-Abl PPI inh | Neddyl block | MLLE-PAM2 inh | eLon inh
COC(=O)c1nn(-c2ccc(OC)cc2)c(=O)cc1O | -12 | -0.5 | -9 | 1.9 | -4 | 3 | i | 6 | -5
COc1ccccc1NC(=O)CSc1nnc(-c2ccccn2)n1Cc1ccco1 | 0 | -1.1 | -1 | -1.2 | 0 | 2 | i | -5 | -6
COc1ccc(/C=C2/S/C(=N/N=C3\CC4CCC3(C)C4(C)C)NC2=O)cc1 (centres undefined) | 1 | -0.9 | 0 | -0.3 | -2 | -3 | i | -3 | -11
CC(C)(C)NC(=O)C(c1ccco1)N(C(=O)c1csnn1)c1ccccc1 (centres undefined) | -1 | 0.2 | -6 | -0.1 | -3 | -1 | i | 0 | 4
Cc1ccc(NC(=O)CC2NCCNC2=O)cc1 (centres undefined) | 0 | 0.3 | -4 | -0.4 | -3 | 0 | i | -2 | -4
CCOC(=O)c1ccoc1CSCc1ccc(C(=O)OC)o1 | -4 | -0.7 | 1 | 0.1 | -3 | 2 | i | 26 | -3
CC(C)(C)OC(=O)N[C@H](C(=O)OC(C)(C)C)c1ccc(C(F)(F)F)cc1 | -1 | -0.2 | 10 | 0.0 | 2 | 1 | i | -7 | -3
CCCCCCCCCc1nc(N)n[nH]1 | 2 | -0.5 | -5 | -0.8 | 6 | -1 | i | -13 | -2
CC(C)(C)OC(=O)NC(CNCc1ccccc1)Cc1ccccc1 (centres undefined) | 3 | -0.3 | -13 | 1.4 | -2 | 1 | i | 11 | -14
CCC(C(=O)N1CCN(C(=O)c2ccco2)CC1)c1ccccc1 (centres undefined) | 1 | -0.3 | -8 | -0.2 | -2 | -2 | i | -6 | -10
CC(Oc1cc2oc(=O)c3c(c2cc1Cl)CCC3)C(=O)NCCCN1CCOCC1 (centres undefined) | 1 | 0.1 | -5 | 1.6 | -3 | -5 | i | -3 | 2
Cc1nn(-c2ccc(Cl)cc2Cl)c(=O)c2ccccc12 | -3 | -0.6 | -1 | -0.8 | -2 | 0 | i | -2 | -2
S=C(NCCc1ccccc1)N1CCN(Cc2ccc(Cl)c(Cl)c2)CC1 | -1 | 0.9 | 30 | 0.6 | -1 | 3 | i | -130 | -5
Cc1cc(C(C)(C)C)oc1C(=O)N(CC(=O)NC1CCCC1)Cc1ccc(F)cc1 | -2 | -1.0 | 3 | 0.8 | -8 | 2 | i | 0 | -3
CCOC(=O)C1CCN(C(=O)c2cc(COc3ccc(F)cc3F)on2)CC1 | 1 | -0.1 | 4 | -0.5 | -1 | 1 | i | 1 | -18
CCOC(=O)c1c(-c2ccc(-c3ccccc3)cc2)csc1NC(=O)CNCCN(C)C | 5 | -0.7 | 15 | 0.4 | -7 | -1 | i | 6 | 6
CN(C)CCNC(=O)c1c(CSc2ccccc2)noc1C(=O)NCc1ccccc1 | 2 | -0.3 | -10 | 0.5 | 1 | 2 | i | 6 | -4
Cc1cc(/C=C2\SC(N)=NC2=O)c(C)n1-c1ccccc1 | -3 | -0.1 | -6 | 0.6 | -2 | 1 | i | -64 | -3
CC1CCCN(C(=O)Cn2nnc(-c3ccc(N(C)C)cc3)n2)C1 (centres undefined) | 2 | 0.0 | -5 | / | -2 | 2 | i | -2 | -7
CCN(CC)c1ccc(C=NNc2ccc([N+](=O)[O-])cn2)cc1 | 20 | -0.1 | -6 | 0.3 | -3 | 2 | i | -90 | -61

Some entries already given, reduced to CSN inh and eLon inh:
Compound	CSN inh	eLon inh
CCOC(=O)c1c(-c2ccc(-c3ccccc3)cc2)csc1NC(=O)CNCCN(C)C	5	6
CC(Oc1cc2oc(=O)c3c(c2cc1Cl)CCC3)C(=O)NCCCN1CCOCC1 (centres undefined)	1	2

4 entries from above, as tab-separated lines.
mol	CSN inh	TbMetRS inhib	FAS-TE inh	MsrA inhibitor	MsrA act	Rin1-Abl PPI inh	Neddyl block	MLLE-PAM2 inh	eLon inh
S=C(NCCc1ccccc1)N1CCN(Cc2ccc(Cl)c(Cl)c2)CC1	-1	0.9	30	0.6	-1	3	i	-130	-5
Cc1cc(C(C)(C)C)oc1C(=O)N(CC(=O)NC1CCCC1)Cc1ccc(F)cc1	-2	-1.0	3	0.8	-8	2	i	0	-3
CCOC(=O)C1CCN(C(=O)c2cc(COc3ccc(F)cc3F)on2)CC1	1	-0.1	4	-0.5	-1	1	i	1	-18
CCOC(=O)c1c(-c2ccc(-c3ccccc3)cc2)csc1NC(=O)CNCCN(C)C	5	-0.7	15	0.4	-7	-1	i	6	6

Remaining list, next part
SMILES | CSN inh | TbMetRS inhib | FAS-TE inh | MsrA inhibitor | MsrA act | Rin1-Abl PPI inh | Neddyl block | MLLE-PAM2 inh | eLon inh
CCC1CCCCN1C(=O)c1ccc(OC2CCN(C(=O)C3CC3)CC2)cc1 (centres undefined) | 2 | -0.3 | -9 | 2.3 | -3 | 2 | i | 6 | -2
Cc1ccccc1CN(C)CCc1ccccn1 | 0 | -0.5 | -7 | 0.3 | -6 | 1 | i | 6 | -6
CCOc1cccc2cc(-c3cn4cc(C)ccc4n3)c(=O)oc12 | 10 | -0.3 | 0 | 0.4 | 0 | -3 | i | -16 | 7
CC(Sc1nnc(-c2ccc(O)cc2)o1)C(=O)Nc1cccc2ccccc12 (centres undefined) | -14 | 0.3 | 1 | -0.6 | -2 | -1 | i | -63 | 0
CN(C)c1cccc(Oc2nc3c(c(=O)n(C)c(=O)n3C)n2C)c1 | 5 | -0.4 | -4 | 0.8 | -3 | -3 | i | -5 | 3
CC(C)(C)c1nnc(NC(=O)CCS(=O)(=O)c2ccccc2)s1 | 0 | -0.7 | 0 | 0.5 | -1 | 0 | i | 18 | 5
CSc1nnc(-c2cc(C)on2)n1-c1ccccc1 | 6 | 0.1 | -8 | 0.1 | -1 | 0 | i | -17 | -1
CCC1(OC(=O)CN(C)C)C(=O)OCc2c1cc1n(c2=O)Cc2cc3c(N)cccc3nc2-1 (centres undefined) | -6 | -0.2 | -5 | / | -1 | -1 | i | 4 | -7
Cc1cc(C(=O)NNc2ccccc2F)no1 | -6 | 0.0 | -4 | 0.1 | -3 | -4 | i | 3 | 1
CC(=O)Nc1cccc(N/C=C(\C=O)c2nc3ccccc3o2)c1 | 2 | -0.2 | -1 | 1.9 | -2 | -4 | + | -11 | -3
O=C(COc1ccc(Cl)cc1)Nc1ccc(C(=O)NCc2cccnc2)cc1 | 4 | 0.0 | -10 | / | -1 | 0 | i | -8 | -9
O=C(NCCCn1ccnc1)C(=O)NCC1OCCN1S(=O)(=O)c1ccc(F)cc1 (centres undefined) | -2 | -0.8 | -6 | 0.1 | -8 | 0 | i | 4 | -1
O=P(O)(CP(=O)(c1ccccc1)c1ccccc1)c1ccccc1O | 0 | -0.2 | -4 | 0.0 | -4 | 3 | i | -1 | -1
O=C(Cn1c(=O)n(CCc2c[nH]c3ccccc23)c(=O)c2cccnc21)Nc1ccccc1F | 0 | 0.6 | 26 | 1.1 | -5 | 1 | i | -10 | -2
CCC(C)NC(=O)c1cc(Cl)c(NC(=O)C2=C(C)OCCS2)cc1OC (centres undefined) | 1 | -1.0 | 5 | -0.5 | -4 | 0 | i | -1 | 8
C=CCN1C(=O)C(O)(CC(=O)c2c(C)n[nH]c2C)c2cc(Br)ccc21 (centres undefined) | 5 | -0.3 | -6 | -1.8 | -3 | -1 | i | 3 | -5
Cc1cc(NCCNC2=CC(=O)CCC2)nc2ccccc12 | 3 | -0.5 | -9 | 0.7 | 3 | -2 | i | 3 | 1
CCn1c(SCC(=O)N2CCN(c3ccc(F)cc3)CC2)nc2ccccc2c1=O | -4 | -1.8 | 15 | 0.3 | -9 | 3 | i | 6 | -4
COC(=O)c1cc(S(=O)(=O)n2nc(C)c(Br)c2C)c(Cl)cc1Cl | 2 | -0.2 | 17 | 0.3 | 0 | -1 | i | -4 | 3
CCNC(=O)C1CCCN(C(=O)c2cc(F)cc(F)c2)CC1 (centres undefined) | 5 | -0.2 | -8 | 0.1 | -1 | 2 | i | 0 | -3
Cc1cc(Cl)ccc1NC(=S)NC1CCCC1 | 2 | 0.3 | -6 | -0.9 | -1 | -2 | i | -7 | -4
CC(=O)N/C(=C/c1ccc2c(c1)OCO2)C(=O)NCc1ccccc1 | 2 | 0.3 | -4 | 1.2 | -4 | 0 | i | -8 | 1
O=C(CN1C(=O)CSC1=O)Nc1ccc2c(c1)OCCO2 | 7 | -0.5 | -10 | -0.7 | -4 | 0 | i | -4 | 5
CC1(C(=O)Nc2ccc(F)cc2F)CCN1C(=O)CCC1CCCC1 (centres undefined) | 2 | -0.2 | 11 | 0.1 | -1 | -2 | i | 6 | 1
CCCCNC(=O)C1(C)CCCCN1C(=O)c1csnn1 (centres undefined) | 2 | -0.2 | -10 | 0.0 | -1 | 2 | i | -20 | 1
COc1ccc(NC(=O)C(c2ccc(C)cc2)N(C)C(=O)Cc2cccs2)cc1 (centres undefined) | -2 | -0.9 | 12 | 0.5 | 0 | 2 | i | 1 | 1
Cc1nn(-c2ccccc2)c(C)c1/C=C/C(=O)OCC(=O)NC1CCS(=O)(=O)C1 (centres undefined) | -7 | -0.5 | 2 | -1.1 | -9 | 2 | i | -18 | 4
Cc1ccccc1N1CCN(C2CCCN(C(=O)c3noc4c3CCCC4)C2)CC1 (centres undefined) | 5 | -0.2 | 9 | 0.2 | -3 | 1 | i | 4 | 1
Brc1ccc(Cn2c(-c3cncs3)nc3ccccc32)cc1 | 1 | 0.1 | 21 | 0.5 | -5 | -4 | i | 9 | 4
O=C(O)c1cccc(NC(=O)c2cn(-c3ccccc3)nc2-c2ccc([N+](=O)[O-])cc2)c1 | 1 | -0.9 | 18 | 0.4 | -10 | 2 | i | 0 | -2
COc1ccc(C2NC(=S)NC(C)=C2C(=O)c2ccccc2)cc1OC (centres undefined) | 2 | -0.5 | -9 | 1.0 | -2 | -2 | i | -136 | -5
CCCCc1nc2cc(C(=O)NCCc3c(C)n[nH]c3C)ccc2o1 | 5 | -0.2 | -3 | -0.4 | -3 | 2 | i | -6 | 4
O=C(CCNC(=O)c1ccc(Br)cc1)NC1CCCCCC1 | 1 | 0.2 | 3 | 0.7 | -13 | 0 | i | 5 | -4
CC(C)CC(=O)NC(Nc1ccccc1F)C(Cl)(Cl)Cl (centres undefined) | 0 | -0.6 | 0 | 1.0 | 2 | -5 | i | 1 | 0
Cc1ccc(-n2c(=O)[nH]cc(C(=O)Nc3ccc4c(c3)OCO4)c2=O)cc1C | 4 | -0.3 | 2 | -1.2 | -2 | -1 | i | -12 | -1
CSCCC1NC(=O)N(CC(=O)Nc2cccc3ccccc23)C1=O (centres undefined) | -4 | -0.7 | -1 | 0.4 | -5 | 2 | i | -3 | -2
COc1ncccc1C(=O)N1CCCC(N2CCN(c3ccc(F)cc3)CC2)C1 (centres undefined) | 1 | -0.2 | -3 | -0.3 | -10 | 4 | i | 3 | -10
O=C1C(C=NCCCn2ccnc2)=C(O)c2ccccc21 | 4 | -0.2 | -3 | 4.7* | -9 | -2 | i | 2 | -7
O=C(O)CCn1c(SCc2cc(=O)n3ccccc3n2)nc2ccsc2c1=O | -6 | 0.1 | -4 | 2.0 | -5 | 1 | i | 4 | 0
O=C(NCc1ccco1)C1CC(c2ccccc2O)=NO1 (centres undefined) | -7 | 0.1 | -1 | 0.2 | 1 | -1 | i | -1 | -12
Cn1ccnc1Sc1ccccc1[N+](=O)[O-] | 3 | -0.7 | -2 | -0.1 | -3 | -2 | i | 22 | -1
